Source: PubChem (Broad Institute)
miR122 inh – miR-122 Renilla sensor signal increase in Huh7, primary screen, miR-122 inhibitor project, cell-based, single point, plate reader. actives 0.3% (n = 340,000). AID 602342, 2012. Huh7 miR-122 Renilla luciferase sensor, 48 h; neutral wells = 0, positive control = 100. activation (reporter increase), % at 12.5 µM;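 active means mean replicate activation score at least 90 and every replicate individually at or above 90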;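 further: higher luciferase means less miR-122 activity so hits act as miR-122 inhibitors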
GSIS activator – GLuc luminescence reporter in INS-1E cells, primary screen for activators of glucose-dependent secretion of insulin | INS-1E GLuc reporter insulin secretion, 2-3 h | activation, % at 16.6 µM | actives 0.61% (n = 370,000);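 active means lowest replicate activation of at least 40%, so every replicate reaches that level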;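 further: 0% = median of neutral control wells and 100% = median of IBMX positive control wells; some compounds called inactive have numbers as strong as hits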
CFTR F508del cor – F508del CFTR correction, initial screen, CFBE line, single point; CFBE cells, YFP halide quenching; stimulated with forskolin plus potentiator P3; % fluorescence drop versus neutral controls; activity (quench increase), % at 7.58 µM; actives 0.36% (n = 350,000);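 active means mean added fluorescence quench of at least 8% versus neutral control, with both replicates also reaching 8%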;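 further: cells transiently co-express mutant CFTR-F508del with the halide-sensitive YFP; corrector assay measuring rescue of mutant channel to the surface after 24 h compound exposure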
PglD inh – C. jejuni PglD acetyltransferase inhibitors, primary screen, biochemical, DTNB colorimetric, single point. UDP-N-acetylbacillosamine N-acetyltransferase PglD (Campylobacter jejuni). purified PglD enzyme, DTNB colorimetric CoA detection. inhibition, % at 12.5 µM. actives 0.098% (n = 360,000). AID 602405, 2012; in the data active means inhibition above about 16%, passing the limit was not always enough; further: strong numbers were not always called active
FN deposit inh – inhibitors of fibronectin matrix deposition, primary screen, AH1F cells, Alexa488-fibronectin fluorescence, plate reader. actives 0.086% (n = 350,000). inhibition, % at 12.6 µM. AH1F fibroblasts, overnight;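 active means mean inhibition across replicates of 30% or more, regardless of how many single replicates reach that level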;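 further: positive control wells lacked labelled fibronectin entirely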
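Schedule: 1 h cell adhesion before compound, then overnight fibronectin incubation; test system: AH1F fibroblast monolayer depositing Alexa488-labelled fibronectin into matrix; quantity: 10000 AH1F cells per well; probe or stimulus: fluorescent fibronectin at 24 nM final; signal: fluorescence, ex 485 nm, em 525 nm; evaluation: percent inhibition as loss of matrix-bound fibronectin fluorescence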
PGC1a acetyl inh – inhibitors of PGC1a acetylation signal, primary screen, cell-based, U2OS, AlphaScreen, inhibitor mode; AlphaScreen anti-acetyl-lysine; with virally co-expressed GCN5 acetyltransferase; inhibition, % at 15.6 µM; actives 0.17% (n = 350,000); AID 651687, 2012;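 active means every replicate shows inhibition of at least 40%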;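 further: 0% = neutral control wells and 100% = positive control wells; some results beyond the cut were filed as inactive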
C2C12 statin – suppressors of statin myotoxicity in C2C12 myotubes, primary screen, cell-based, single point, plate reader | C2C12 myotubes + simvastatin, ATP luminescence, 48 h; scaled: DMSO 0, geranylgeraniol control 100 | rescue of ATP level, % at 7.49 µM | actives 0.78% (n = 330,000) | AID 602340, 2012;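 active means mean ATP rescue above about 67%, or every replicate alone reaching that limit, limit read from the data, passing the limit was not always enough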;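 further: myotubes were challenged with 10 µM simvastatin during compound exposure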
Cneo AK release – Cryptococcus neoformans cell lysis inducers, primary screen, AK release luminescence, single concentration | lysis activity, % at 15 µM | C. neoformans lysis, adenylate kinase release luminescence, 4 h; normalised: neutral wells 0, clomiphene wells 100 | actives 0.2% (n = 360,000);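 active means mean lysis activity across replicates of at least 80%, whatever share of replicates individually reach that level; inactive means mean lysis activity below 80%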
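Assay system: C. neoformans cells. Amount: yeast cell density of 5 × 10^6 cells/mL. Technique: AK luminescence. Buffer or medium: YPD. Times: static 4 h at 37 °C with compound, 1 h detection. Dosing: single-point compound dose. Read-out: lysis from increased AK signal.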
* marks the source's active call; other numbers are inactive results; · = no result given; [ ] = dose if it differs, or a comment. Random draw from the library (roughly 2.1% active in at least one column).

mol	miR122 inh	GSIS activator	CFTR F508del cor	PglD inh	FN deposit inh	PGC1a acetyl inh	C2C12 statin	Cneo AK release
Cc1cc(C)c2cc(C#N)c(SCC(=O)Nc3cc(C)on3)nc2c1	·	6	-4.7	7	-4	·	16	0
O=C1CCC(C(=O)Nc2cccc(Oc3ccccc3)c2)=NN1	-1	4	1.1	1	2	7	6	-2
Cc1ccc(S(=O)(=O)N(C)C[C@H]2Oc3ccc(N(C)C)cc3C(=O)N([C@@H](C)CO)C[C@@H]2C)cc1	30[16.7 µM]	-19	-2.6	1	·	-9	8	0
Clc1ccc(CNCCCSc2ncccn2)cc1	-8	24	-0.8	0	-4	16	-2	-2
CCCC(=O)C1=C(O)C(C(=O)OC)C(C)(C)CC1=NCc1ccccc1 (stereo unspecified)	7	-23	0.2	3	0	-2	3	-2
CCN(CC)C(=O)[C@H]1CC(CC(=O)NCc2ccco2)C(=O)N2CCc3c([nH]c4ccc(OC)cc34)[C@]12C (stereo partly specified)	·	3	-0.2	-1	1	·	3	-1
Cc1ccc(C2CC(=O)C=C(O)C2)cc1 (stereo unspecified)	3	·	·	10	·	-4	·	0
O=C(NNc1c(Cl)cccc1Cl)c1sccc1Cl	·	1	6.8	·	-1	-4	·	·
CC1Cc2ccccc2N1C1=CC(=O)CC(C)(C)C1 (stereo unspecified)	0	9	2.0	·	1	-2	·	1
C[C@@H]1CCCCO[C@H](CN(C)C(=O)c2ccccc2)[C@@H](C)CN([C@@H](C)CO)C(=O)c2cc(NC(=O)Nc3ccc(C(F)(F)F)cc3)ccc2O1	3[16.7 µM]	3	3.2	4	·	4	·	1
COc1ccc2sc(NC(C)=O)nc2c1	-2	·	·	-5	3	-4	-1	-2
CC12CCC(=O)N1C(C(=O)NNC(=O)COc1ccccc1Cl)CS2 (stereo unspecified)	·	-3	-3.7	·	1	3	3	·
C[C@@H]1CCCCO[C@H](CN(C)C(=O)C2CCCCC2)[C@H](C)CN([C@@H](C)CO)C(=O)c2cc(NS(=O)(=O)c3ccc(F)cc3)ccc2O1	-7[16.7 µM]	-27	-0.3	-1	-6	-2	·	38
COc1ccc(C(=O)O)cc1S(=O)(=O)NC(C)C12CC3CC(CC(C3)C1)C2 (stereo unspecified)	·	12	-0.6	0	-10	·	23	0
Cc1cc(=O)oc2cc(OCC(=O)Nc3cccnc3)ccc12	-4	9	0.8	0	3	-4	1	0
CCCS(=O)(=O)N1CCN(CC2CC=CCC2)CC1 (stereo unspecified)	8	·	·	-3	2	15	10	-3
CCOCC(=O)Nc1cc(OC)c(Cl)cc1OC	1	·	·	-5	4	-7	2	-2
CC(C)Sc1ncnc2c1cnn2-c1ccccc1	1	1	-2.9	-8	-8	-2	-16	-9
O=C(NCc1ccco1)C1CC(=O)N(c2cccc(Cl)c2)C1 (stereo unspecified)	-3	8	-2.0	-2	-1	-12	8	0
C[C@@H]1CN([C@H](C)CO)S(=O)(=O)c2ccc(-c3cccnc3)cc2O[C@H]1CN(C)C	-3[16.7 µM]	4	1.2	3	0	9	-1	3
NS(=O)(=O)c1ccc2nc(NC(=O)c3ccc4c(c3)OCCO4)sc2c1	-1	10	8.9*	5	-3	1	·	3
CC1CCC(C(C)C)C(OCC(O)CN2CCOCC2)C1 (stereo unspecified)	2	12	-0.8	6	·	-12	3	-5
COc1cccc(-n2cnc3cccc(N)c32)c1	·	27	·	4	3	9	1	-1
COc1ccc(S(=O)(=O)Nc2ccc3c(c2)C(=O)N([C@H](C)CO)C[C@@H](C)[C@H](CN(C)Cc2ccccc2)OCCCC[C@@H](C)O3)cc1	-10[16.7 µM]	-4	-4.1	-1	-5	1	·	8
CCCc1nn2c(=O)cc(CSCC(=O)Nc3cccc(C)c3)nc2s1	-8	·	-4.7	-3	-3	-12	-3	-1
CCC(CC)C(=O)N(C)c1c(C)nc2c(OCCOc3ccc(F)cc3)cccn12	-7	·	-6.1	-4	1	-10	-5	0
O=C(OCC(=O)N1CCC(Cc2ccccc2)CC1)c1ccc(O)cc1	3	1	-1.0	24*	0	-4	3	1
O=C(NCc1ccccc1)c1cc2ccc(O)cc2oc1=O	-2	10	-1.2	-7	1	6	7	1
Cc1ccccc1S(=O)(=O)N1CC[C@@H]2[C@@H](CO)N(C)c3ccc(-c4ccc(F)cc4)cc3[C@@H]21	44[16.7 µM]	-8	2.0	0	-3	-3	-11	4
Cc1c(C(=O)O)sc2nc3n(c(=O)c12)CCCCC3	1	·	·	2	3	5	·	4

Whole records from above:
Results for CC(C)Sc1ncnc2c1cnn2-c1ccccc1 → miR122 inh: 1; GSIS activator: 1; CFTR F508del cor: -2.9; PglD inh: -8; FN deposit inh: -8; PGC1a acetyl inh: -2; C2C12 statin: -16; Cneo AK release: -9
Results for Cc1cc(C)c2cc(C#N)c(SCC(=O)Nc3cc(C)on3)nc2c1 → miR122 inh: ·; GSIS activator: 6; CFTR F508del cor: -4.7; PglD inh: 7; FN deposit inh: -4; PGC1a acetyl inh: ·; C2C12 statin: 16; Cneo AK release: 0

(more compounds)
mol	miR122 inh	GSIS activator	CFTR F508del cor	PglD inh	FN deposit inh	PGC1a acetyl inh	C2C12 statin	Cneo AK release
CC(=O)NS(=O)(=O)c1ccc(NC(=O)CCc2ccccc2)cc1	-1	11	·	-2	-2	-4	9	-2
CC(C)NC(=O)Nc1ccc2c(c1)CC(=O)N([C@H](C)CO)C[C@H](C)[C@H](CN(C)Cc1ccc(C(=O)O)cc1)O2	-6[16.7 µM]	11	-2.0	-5	·	9	0	-3
COCCNC(=O)c1ccc2c(c1)CCN2S(C)(=O)=O	·	-12	-0.8	·	-5	10	·	·
O=C(c1ccc(S(=O)(=O)Cc2ccccc2F)c([N+](=O)[O-])c1)N1CCCCCC1	8	-25	1.1	3	9	-20	10	-3
COc1ccc(S(=O)(=O)Nc2ccc3c(c2)C(=O)N([C@@H](C)CO)C[C@H](C)[C@H](CN(C)Cc2ccc4c(c2)OCO4)OCCCC[C@H](C)O3)cc1	-10[16.7 µM]	-24	2.8	1	7	-3	-65	2
O=C(NCCCCNC(=O)c1ccccc1Cl)c1ccccc1Cl	6	-2	0.2	2	2	-9	11	0
CC(=O)Oc1ccc2c(C)cc(=O)[nH]c2c1	·	4	·	0	·	·	-1	1
CCNC(=O)C[C@@H]1CC[C@@H]2[C@H](COc3ccc(NC(=O)Cc4cccs4)cc3C(=O)N2C)O1	0[16.7 µM]	3	-0.6	0	-2	6	-3	-2
COc1ccc(NC(=O)c2cc(-c3cccnc3)nc3c(C)c(C)ccc23)c(OC)c1	-3	-3	-1.1	-3	·	-37	8	0
C[C@@H]1CN([C@H](C)CO)C(=O)Cc2cc(NC(=O)Nc3cccc4ccccc34)ccc2O[C@H]1CN(C)C(=O)NC1CCCCC1	-1[16.7 µM]	-4	1.0	-4	·	8	0	3
O=C(Cn1c(C(=O)N2CCN(C3CCCC3)CC2)cc2sccc21)c1ccccc1	-1	-36	1.9	-3	·	-11	32	6
COC(=O)CNC(=O)C1Cc2ccccc2CN1S(=O)(=O)c1cccs1 (stereo unspecified)	-3	8	0.2	-4	0	-6	-2	-1
CC(C)N(C(=O)CSc1nnc(C2CC2)n1C1CC1)c1ccccc1	·	8	-2.7	1	·	·	-2	2
CCOc1ccccc1Nc1nc(-c2sc(NC(=O)c3cccc(Cl)c3)nc2C)cs1	-8	·	3.5	-3	-1	·	-19	1
COc1ccc(-c2n[nH]c(C)c2-c2ccc(Cl)cc2)c(O)c1OC	-9	·	·	-2	4	-5	-13	5
C[C@H](CO)N1C[C@H](C)[C@H](CN(C)C(=O)Nc2cccc3ccccc23)Oc2c(NC(=O)C3CCOCC3)cccc2C1=O	4[16.7 µM]	9	0.3	-2	4	4	10	2
O=C(NCC(=O)N1CCCC(C(F)(F)F)C1)c1cccs1 (stereo unspecified)	-15	19	-1.4	-1	4	3	-2	0
COc1ccc(CCC(=O)Nc2cc3c4c(c2)CC(=O)N4CCC3)cc1	·	4	1.3	0	2	·	-2	2
COCc1cc(C)nc2sc(C(=O)OC)c(N)c12	-1	9	·	2	-5	-7	-3	-8
C=C(C)CN(CC)C(=O)Cn1cnc2c(oc3ccccc32)c1=O	2	9	0.3	-4	1	3	-12	-1
CCC(C(=O)Nc1ccc2[nH]ncc2c1)c1ccccc1 (stereo unspecified)	·	11	3.1	6	25	·	12	0
C[C@@H]1CN([C@H](C)CO)C(=O)c2cc(NS(=O)(=O)c3ccccc3)ccc2O[C@H]1CN(C)Cc1ccc(C(=O)Nc2ccccc2N)cc1	4[16.7 µM]	-2	-4.0	-3	·	-13	16	-6
O=C(C1=C(O)C(=O)N(CCN2CCOCC2)C1c1cccs1)c1cc2ccccc2o1 (stereo unspecified)	-1	5	-0.1	1	7	3	2	3
COc1ccc(CCNC(=O)CCCn2c(=O)[nH]c3cc(OC)c(OC)cc3c2=O)cc1OC	9	·	·	-3	2	-15	7	3
CCOC(=O)c1cccc(NC(=O)CCCn2c(=O)c3cccn3c3cccnc32)c1	·	32	0.8	-3	3	·	8	1
CCOC(=O)c1ccc(NC(=O)CN2CCc3ccccc3C2)cc1	13	·	·	-1	-2	-12	18	0
COc1ccc(C(=O)NC(CCSC)C(=O)N2CCCCCC2)cc1 (stereo unspecified)	-7	2	1.2	-2	9	7	-4	0
CN1[C@@H]2c3ccc(C4=CCCCC4)c(=O)n3C[C@H]1[C@H](CO)[C@H]2C(=O)NCc1cc(F)cc(F)c1	·	-1	·	-1	·	·	-13	2
O=C(NCCC1=CCCCC1)C(=O)NCC(c1ccco1)N1CCN(c2ccccc2F)CC1 (stereo unspecified)	-3	-5	1.4	-4	-3	1	-9	3
Cc1nn(-c2ccccc2)c(C)c1C(=O)OCC(=O)Nc1ccccc1	9	2	5.3	1	-1	-1	17	5
COc1ccccc1C(=O)Nc1ccc2c(c1)C(=O)N(C)C[C@@H](OC)[C@H](C)CN(CC1CC1)[C@@H](C)CO2	·	-3	-2.4	1	8	-16	37	-4
C=CCn1c(COc2cccc3cccnc23)nnc1SCC(=O)O	-3	·	·	-1	·	-6	105*	-3
COc1cccc(S(=O)(=O)Nc2ccc3c(c2)[C@@H]2C[C@H](CC(=O)NCc4cccc(F)c4)O[C@@H](CO)[C@@H]2O3)c1	11[16.7 µM]	-10	3.1	-3	11	-2	1	0

Reformatted as labelled records: 2 of the compounds above
> O=C(NCC(=O)N1CCCC(C(F)(F)F)C1)c1cccs1 (stereo unspecified)
  miR122 inh: -15 | GSIS activator: 19 | CFTR F508del cor: -1.4 | PglD inh: -1 | FN deposit inh: 4 | PGC1a acetyl inh: 3 | C2C12 statin: -2 | Cneo AK release: 0

> COc1ccc(CCC(=O)Nc2cc3c4c(c2)CC(=O)N4CCC3)cc1
  miR122 inh: · | GSIS activator: 4 | CFTR F508del cor: 1.3 | PglD inh: 0 | FN deposit inh: 2 | PGC1a acetyl inh: · | C2C12 statin: -2 | Cneo AK release: 2
